Screening results: PubChem, several laboratories
CCHFV vOTU inh = CCHFV vOTU protease inhibition; Pep-AMC fluorescence; inhibition, % at 11.5 µM; 370,000 tested, 0.55% active; AID 651958; in the data active = inhibition above about 30%; also: 0% = vehicle wells with enzyme and 100% = no enzyme wells
TcdB GH inh = TcdB glycohydrolase inhibition; P18177; TcdB glycohydrolase enzymatic assay, plate reader; inhibition, % at 9.99 µM; 350,000 tested, 0.24% active; AID 652162; in the data active = inhibition above about 10%
PrPC surface inh = cell surface PrPC inhibition, primary TR-FRET screen; TR-FRET read-out; inhibition, % at 13.8 µM; 370,000 tested, 0.43% active; P04156; in the data active = inhibition above about 24%; also: 0% = median of the test wells and 100% = reference compound wells
An asterisk follows results filed as active; & = joins results of further samples.

The opening three entries, ahead of the listing:
SMILES	PrPC surface inh	CCHFV vOTU inh	TcdB GH inh
CCCN(CC1CC1)c1cc2c(c3c1ccn3C)C1CCC2O1 (stereo unspecified)	-7	-1	-14
Cc1cc(NCCc2c[nH]c3ccccc23)ccc1Oc1cccnc1	-5	13	0.9
COc1ccc(-c2nc3ccc(C)cn3c2Cc2cccc(F)c2)cc1OC	-9	-4	1.9

This part in full, repeating the preview:
SMILES	PrPC surface inh	CCHFV vOTU inh	TcdB GH inh
CCCN(CC1CC1)c1cc2c(c3c1ccn3C)C1CCC2O1 (stereo unspecified)	-7	-1	-14
Cc1cc(NCCc2c[nH]c3ccccc23)ccc1Oc1cccnc1	-5	13	0.9
COc1ccc(-c2nc3ccc(C)cn3c2Cc2cccc(F)c2)cc1OC	-9	-4	1.9
CCOC(=O)[C@]12CCC=C1N(Cc1cccc3ccccc13)C(=O)[C@H](CC(=O)NCC1CCCCC1)C2	5	15	3.4
COC(=O)[C@]12CCCCC=C1N(Cc1ccc3c(c1)OCO3)C(=O)[C@H](CC(=O)N1CCOCC1)C2	-6	-8	2.7
O=C(OCc1ccccc1)c1c(-c2ccccc2)oc2c1C(OCCO)CCC2 (stereo unspecified)	-2	9	-0.5
COc1ccc(C(=O)c2[nH]c(N)c(C(=O)NCCc3c[nH]c4ccccc34)c2-c2ccc(OC)c(OC)c2)cc1	0	7	0.4
COC(=O)N1C[C@H](Oc2cccc3ccccc23)[C@H]2C[C@@H]1c1ccccc1O2	7	-4	0.7
Cc1ccccc1-c1ccc2c(c1)[C@@H]1C[C@H](N(C)CC3CCCCC3)[C@H]([C@H](C)O)CN1CC2	0	5	0.6
CC(C)NC(=O)C1(C)CN(S(C)(=O)=O)CC(=O)N1CCOc1ccccc1 (stereo unspecified)	3	-6	1.0
CC(C)c1ccc(C2OC(CCc3ccccc3)Cc3[nH]c(=S)[nH]c(=O)c32)cc1 (stereo unspecified)	-10	9	0.6
CC(C)(C)OC(=O)NCc1ccc(NC(=O)c2nc[nH]c2C(=O)Nc2cc(Br)ccc2F)cc1	-1	-3	0.5
COCCCNC(=O)[C@@H](Cc1ccccc1)NC(=O)[C@H]1O[C@@H](n2ccc(=O)[nH]c2=O)[C@H](O)[C@@H]1O	-2	-8	0.8
CC(=O)OC[C@H]1O[C@H](C#Cc2ccc(C(C)(C)C)cc2)C=C[C@H]1OC(=O)Nc1ccccc1	-1	13	0.7
O=C(NC1CCCCC1)C(c1ccnc2ccccc12)n1c(=O)c(-c2ccccc2)nc2ccccc21 (stereo unspecified)	-9	6	0.4
O=C(NCc1ccccc1)C(c1cccc2ccccc12)n1c(=O)c(-c2ccco2)nc2ccccc21 (stereo unspecified)	6	9	2.2
FC(F)(F)c1ccc(-c2ccc3c(c2)CNCc2cnnn2-3)cc1	-15	-6	-0.6
O=C(NCc1ccccn1)[C@@H]1CCCN1C(=O)[C@@H]1CCCN1C(=O)c1ccccc1	9	1	2.0
Nc1nc2ccccc2cc1C(=O)NCc1cccs1	4	-35	-0.3
COC(=O)[C@]12C[C@H](CC(=O)NCCCCc3ccccc3)C(=O)N(Cc3ccccc3)C1=C[C@H](C1CCCC1)O[C@@H]2C	-1	9	0.4
Nc1[nH]c(C(=O)c2ccccc2)c(-c2cccc3ccccc23)c1C(=O)NCc1ccc(F)c(F)c1	-6	-9	1.0
CCCCn1nnnc1C(c1cc2ccccc2o1)N1CCN(c2c(C)cccc2C)CC1 (stereo unspecified)	-4	-4	0.7
COC(=O)CCCn1cc(CN2CC(N3CCN(Cc4cccc(C)c4)CC3)CS2(=O)=O)nn1 (stereo unspecified)	7	2	-0.8
Cc1ccc(CN2C(=O)CN(S(C)(=O)=O)CC2(C)C(=O)NC(C)C)cc1 (stereo unspecified)	5	9	0.8
O=S1(=O)CC(N2CCCCC2)CN1Cc1ccc(F)cc1 (stereo unspecified)	0	-12	1.1

(listing goes on)
SMILES	PrPC surface inh	CCHFV vOTU inh	TcdB GH inh
NC(=O)c1csc(-c2ccc(CO)o2)n1	-10	-1	0.0
CCCc1nc2ccc(C(=O)OC)cn2c1Cc1ccc(C)cc1	7	6	-1.3
O=C(NCCN1CCC2(CC1)C(=O)NCN2c1ccccc1)c1ccccc1F	1	-4	0.2
CCO/C(C)=N/Oc1cc(OC)cc(OC)c1	6	-2	-0.8
Cc1ccc(C(=O)N2CCC[C@@H]2C(=O)N2CCC[C@@H]2C(=O)NCc2ccccc2)cc1C	1	-2	0.3
CCCCNC(=O)C[C@@H]1C[C@@]2(C(=O)OC)CCCCC=C2N(Cc2ccc3c(c2)OCO3)C1=O	10	6	0.1
C#CCNC(=O)C[C@@H]1C[C@@]2(C(=O)OCC)CCC=C2N(Cc2ccco2)C1=O	6	2	-2.2
CCCCn1nnnc1C(c1ccc(OC)cc1)N1CCC2(CC1)C(=O)NCN2c1ccccc1 (stereo unspecified)	4	18	-0.4
CCCCC[C@H](C)N1C[C@H](COCc2ccccc2)Oc2cc(N3CC[C@H](N(C)C)C3)ccc2S1(=O)=O	5	18	-0.3
CSCCC(C(=O)Nc1c(C)cccc1C)N1CCC(Cc2ccccc2)CC1 (stereo unspecified)	0	-4	1.2
COC(=O)N1C[C@H](Oc2ncccn2)[C@H]2C[C@@H]1c1ccccc1O2	3	5	-1.0
CC(C)C[C@@H]1COc2cc(N3CCSCC3)ccc2S(=O)(=O)N1	3	-1	-2.4
CC(=O)NC(Cc1ccccc1C)C(=O)NC1CCN(c2c3c(nc4ncnn24)CCC3)CC1 (stereo unspecified)	0	-12	1.7
C[C@H](O)[C@@H]1C(=O)N2CCc3c([nH]c4ccccc34)[C@@H]2C[C@@H]1N(C)C(=O)OCc1ccccc1	-7	-10	1.3
CC(C)C[C@@H]1CN(CCCC[C@H]2CNC(=O)C(=O)N2CCC2CCCCC2)C(=O)C(=O)N1CCc1ccc(O)cc1	2	12	-6.6
CC(C)C[C@H](NC(=O)c1ccc(Cl)cc1Cl)C(=O)N1CCC[C@H]1C(=O)NCc1ccccc1	-7	1	3.7
c1ccc2c(C(c3nnnn3-c3ccc4c(c3)OCCO4)N3CCOCC3)ccnc2c1 (stereo unspecified)	-2	-4	-0.5
CSCCC(c1nc2ccccc2[nH]1)n1c(/C=C/c2ccc(Cl)cc2)nc2ccccc21 (stereo unspecified)	-1	10	3.0
COC(=O)[C@@]1(Cc2ccc(F)cc2)[C@H]2c3cc(C(=O)N4CCCC4)n(C)c3C[C@H]2CN1C(=O)c1ccccc1	-3	3	2.4
C[C@@H]1CN([C@H](C)CO)C(=O)CCCn2cc(nn2)CO[C@H]1CN(C)C(=O)c1ccc(N2CCN(C)CC2)cc1	-1	-7	0.1&-0.7&0.1
O=C(c1[nH]c(C(F)(F)F)nc1-c1ccccc1)N1CCCCC1	-1	-3	0.9
O=C(c1[nH]c(C(F)(F)F)nc1-c1ccccc1)N1CCC2(CC1)C(=O)NCN2c1ccccc1	0	-5	0.3
C[C@H](O)[C@@H]1CN2CCc3c([nH]c4c(-c5ccccc5)cccc34)[C@@H]2C[C@@H]1N(C)C(=O)NC1CCCCC1	-4	-5	2.2
S=C(SCc1c(Cl)cccc1Cl)N1CCSCC1	-5	11	0.5
CCCCc1c(-c2ccc(OC)c(OC)c2)ncn1CCc1ccccc1OC	20	14	-1.5

Carrying on:
SMILES	PrPC surface inh	CCHFV vOTU inh	TcdB GH inh
Cc1ccc(N2Cc3ccccc3-n3nncc3C2)cc1	6	13	-1.5
O=C(NCc1ccco1)Nc1c(Cl)cc(Cl)cc1Cl	1	-6	0.1
O=[N+]([O-])c1ccc(Br)c(CN2CCN(c3ncc(Cc4ccccc4)cn3)CC2)c1	0	3	-3.5
CCOC(=O)[C@]12CCCC=C1N(Cc1ccco1)C(=O)[C@H](CC(=O)N1CCOCC1)C2	0	-3	-0.7
N#CCCC#N	-5	0	0.4
CCCc1nc2cc(C)c(Br)c(C)n2c1Cc1ccsc1	-4	3	0.7
CC1(C)OC(=O)C2=C(C[C@@H](CCc3ccccc3)O[C@H]2CCc2cccc(Cl)c2)O1	-3	-2	0.6
COc1ccc(NC(=O)N(C)C[C@H]2OCc3cnnn3CCCC(=O)N([C@H](C)CO)C[C@@H]2C)c(OC)c1	4	27	0.3&0.1
Nc1nc2ncccn2c1-c1ccc(C(F)(F)F)cc1	0	-23	1.2
O=C(NCCc1ccccc1Cl)[C@@H]1CCCN1C(=O)[C@@H](NC(=O)N1CCOCC1)C1CCCCC1	-9	6	0.8
O=C(/C=C/[C@H]1O[C@@H](n2cnc3c(NC(=O)c4ccccc4)ncnc32)[C@H](O)[C@@H]1O)N[C@@H](CO)Cc1c[nH]c2ccccc12	-7	-8	1.2
Cc1cc(Nc2cc(C(F)(F)F)cc(C(F)(F)F)c2)cc(=O)n1-c1cc(C(F)(F)F)cc(C(F)(F)F)c1	0	-7	0.2
COC(=O)[C@]1(CC(C)C)NC=C(C(=O)c2ccccc2)[C@@H]1c1cccc(C(F)(F)F)c1	3	18	1.4
CCCCCCN1CCN(C2CN(Cc3cn(Cc4ccc(F)cc4)nn3)S(=O)(=O)C2)CC1 (stereo unspecified)	3	-6	0.4
CCOC(=O)C1=C(C(=O)OCC)C2N(Cc3ccc(Br)cc3)c3ccccc3[C@@]23C[C@@H](C(=O)OC)N(S(=O)(=O)c2ccc(OC)cc2)C3=N1 (stereo partly specified)	-3	0	1.2
COC(=O)[C@H](CC(C)C)NC(=O)CC[C@H]1O[C@@H](n2ccc(=O)[nH]c2=O)[C@H](O)[C@@H]1O	4	-1	-10
COC(=O)/C=C1\OCc2cc(C)ccc21	4	15	-0.7
CC(C)C[C@H]1CN([C@@H](CC(C)C)CN2CCC[C@H]2CN2C(=O)C(=O)NC[C@@H]2Cc2ccc(O)cc2)C(=O)C(=O)N1CC1CCCCC1	2	9	1.0
CCCCN1C(=O)C(CC(=O)NC2CCCCC2)CC(C(=O)N2CCCCCC2)=C1C (stereo unspecified)	-3	2	1.1
CC(C)C[C@H]1CN(CCCC[C@H]2CNC(=O)C(=O)N2CCc2ccc(O)cc2)C(=O)C(=O)N1CCc1ccccc1	2	-2	3.8
COc1ccc([C@@H]2C[C@H]3[C@@H](CN2S(=O)(=O)c2ccccc2)C(=O)C[C@@H](c2ccc(OC)cc2)N3S(=O)(=O)c2ccccc2)cc1	9	-5	2.3
C[C@@H](NC(=O)[C@@H]1CCCN1C(=O)[C@@H]1CCCN1C(=O)c1ccccc1)c1ccccc1	-6	7	2.3
CCCCNc1ccc2c(c1)OC[C@H](C)NS2(=O)=O	0	-5	1.0
CCCC[C@@H]1CNC(=O)C(=O)N1CCc1cccc(F)c1	2	-5	-1.9
O=C(c1[nH]c(C(F)(F)F)nc1-c1ccccc1)N1CCN(c2ncccc2C(F)(F)F)CC1	-4	-4	-0.7

Random excerpt: 3 records from the list, in no set order.
SMILES	PrPC surface inh	CCHFV vOTU inh	TcdB GH inh
COc1ccc([C@@H]2C[C@H]3[C@@H](CN2S(=O)(=O)c2ccccc2)C(=O)C[C@@H](c2ccc(OC)cc2)N3S(=O)(=O)c2ccccc2)cc1	9	-5	2.3
CCCC[C@@H]1CNC(=O)C(=O)N1CCc1cccc(F)c1	2	-5	-1.9
CCCCCCN1CCN(C2CN(Cc3cn(Cc4ccc(F)cc4)nn3)S(=O)(=O)C2)CC1 (stereo unspecified)	3	-6	0.4

(list continues)
SMILES	PrPC surface inh	CCHFV vOTU inh	TcdB GH inh
COCCCN1C(=O)C(CC(=O)NC2CCCC2)CC(C(=O)N(C(C)C)C(C)C)=C1C (stereo unspecified)	-7	-6	0.8
CN1CCN(C(=O)C[C@@H]2C=C[C@H](NS(=O)(=O)c3cccc(F)c3)[C@@H](CO)O2)CC1	4	6	1.4&2.4
O=C1OC(C(Cl)(Cl)Cl)Nc2ccccc21 (stereo unspecified)	-5	-12	0.2
COc1ccc(Cc2c(-c3ccccc3)nc3ccc(Cl)cn23)c(C)c1	-6	2	-0.3
O=S(=O)(NCC[C@@H]1CC[C@H](NS(=O)(=O)c2cccc(F)c2)[C@@H](CO)O1)c1cccc(F)c1	-7	13	1.8
CC(NC(=O)c1c(N)[nH]c(C(=O)c2ccccc2)c1-c1ccccc1Br)c1cccc2ccccc12 (stereo unspecified)	-7	6	0.0
COc1ccc2c(c1)C(CC(C)=O)N(c1ccc(-c3cccs3)cc1)C(c1ccsc1)=C2 (stereo unspecified)	-1	22	-0.5
COC(=O)C[C@@H]1C=C[C@@H](NC(C)=O)[C@@H](CO)O1	-6	-7	-0.9
Cn1c(=O)c2c(-c3ccccc3)n(-c3cccc(O)c3)cc2n(C)c1=O	-14	6	1.1
CCCCn1nnnc1C(c1ccccc1)N1CCC2(CC1)C(=O)NCN2c1ccccc1 (stereo unspecified)	6	5	-0.5
O=c1cc(CN2CCN(c3ccc(Cl)c(Cl)c3)CC2)c2c(ccc3ccccc32)o1	5	-5	1.0
CCOC1=C2CN(S(=O)(=O)c3ccc(C)cc3)[C@@H](c3cccc4ccccc34)C[C@H]2[C@H]2C(=O)N(c3ccccc3)C(=O)[C@H]2C1	8	-9	1.2
O=c1[nH]c(=S)[nH]c2c1[C@H](C1CC1)O[C@H](CCc1ccccc1)C2	-3	5	0.3
O=S1(=O)C[C@@H](N2CCN(CC3CC3)CC2)[C@H](COCc2ccccc2)N1	-5	3	0.6
Cc1ccc(CN2C(=O)c3ccccc3C2c2nnnn2C(C)C)cc1 (stereo unspecified)	-2	1	2.1
CCOC(=O)N[C@H](C(=O)N1CCC[C@H]1C(=O)NCCc1ccccc1Cl)c1ccccc1	-2	10	1.4
CCN=C1NC(c2ccc(Cl)cc2)C(C(=O)OC)=C(C)N1Cc1cccc(C(F)(F)F)c1 (stereo unspecified)	-15	5	2.4

Not all compounds are listed; the hit share may differ from the screen's.
